# L3MBTL1 inh – L3MBTL1 (human) inhibition. AID 485360. AlphaScreen L3MBTL1–H3K9me1 peptide binding. actives 0.66% (n = 230,000). Potency, µM (titrated, usually from 57.1 µM), for inactives: at the top dose activity, negative = inhibition, usual class: inhibitors; note: nearly all actives have a fitted effect of over 60% in size
#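 Read-out is AlphaScreen signal from streptavidin donor and nickel chelate acceptor beads (10 ug/mL final each) bridging L3MBTL1 (50 nM) and biotinylated K9-monomethylated H3(1-15) peptide (75 nM), after 30 min compound exposure at room temperature.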
# TR SRC2 fluor cs – alters Texas Red total fluorescence, flagging assay interference; TRb/SRC2 Texas Red total fluorescence interference; Potency, µM (series often up to 106 µM), for the others: at the highest dose fluorescence change, negative = quenching; actives 0.29% (n = 280,000); active = well fitted curve in either direction with a large enough effect; inconclusive = small, poorly fitted or top-dose-only effect
#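 Human TRb ligand-binding domain at 0.6 uM with 20 nM Texas Red SRC2 peptide in Tris buffer containing 1 uM T3 and 5% DMSO, incubated with compound 5 h at ambient temperature. Total fluorescence (555/632 nm) calculated as parallel + 2 × perpendicular.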
# RECQ1 helicase – RECQ1 (human) helicase inhibition; P46063; RECQ1 DNA unwinding, red fluorescence kinetic read; Potency, µM (top dose mostly 57.3 µM), for inactives: at the top dose activity, negative = inhibition, most hits filed as inhibitors; actives 0.54% (n = 240,000); AID 2549;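 note: plate controls were vehicle for no effect and no enzyme for full effect; nearly all actives have a fitted effect of over 30% in size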
#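 50 nM RECQ1T1 preincubated 15 min with compound in Tris pH 8.0 buffer with MgCl2, DTT, Tween-20 and 2.5 ug/ml poly(dI-dC); started with 200 nM TAMRA/BHQ-2 forked duplex and 2 mM ATP. Unwinding read as fluorescence (525/598 nm), two reads 2 h apart.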
# RGS12 GoLoco inh – inhibitors of human Gai1-RGS12 GoLoco interaction (red fluorophore) | P63096 | Gai1:RGS12 GoLoco peptide FP, rhodamine, 10 min | Potency, µM (doses to about 61.6 µM), for inactives: top-dose activity, negative = inhibition, usual class: inhibitors | actives 0.44% (n = 230,000) | AID 880; active = well fitted inhibition curve with a large enough effect, not every such curve was filed as active; inactive = no such curve, though single readings can be large or run the other way; note: nearly all actives have a fitted effect of over 30% in size; many of its hits are not listed in these tables
# Target sequence (P63096 whole entry, looked up): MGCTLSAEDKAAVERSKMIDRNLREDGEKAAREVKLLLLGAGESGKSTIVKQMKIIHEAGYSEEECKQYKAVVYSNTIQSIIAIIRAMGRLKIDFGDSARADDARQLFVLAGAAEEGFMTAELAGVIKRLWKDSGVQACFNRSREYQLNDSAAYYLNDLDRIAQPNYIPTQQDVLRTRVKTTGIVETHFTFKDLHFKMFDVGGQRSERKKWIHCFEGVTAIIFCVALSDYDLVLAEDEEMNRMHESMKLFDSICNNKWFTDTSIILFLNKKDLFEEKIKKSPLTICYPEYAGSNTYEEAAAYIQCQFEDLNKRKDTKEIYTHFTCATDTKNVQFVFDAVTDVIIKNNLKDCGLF
# TRb-SRC2 inh – disrupts binding of human TR beta to SRC2; P10828; TRbeta-SRC2 peptide binding, fluorescence polarization; receptor liganded with 1 µM T3; Potency, µM (highest dose often 106 µM), for inactives: top-dose activity change, negative = inhibition, usual class: inhibitors; actives 0.065% (n = 280,000); AID 1469;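 note: plate controls were bound peptide for no effect and peptide without receptor for full effect; nearly all actives have a fitted effect of over 50% in size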
# Target sequence (P10828 whole entry, looked up): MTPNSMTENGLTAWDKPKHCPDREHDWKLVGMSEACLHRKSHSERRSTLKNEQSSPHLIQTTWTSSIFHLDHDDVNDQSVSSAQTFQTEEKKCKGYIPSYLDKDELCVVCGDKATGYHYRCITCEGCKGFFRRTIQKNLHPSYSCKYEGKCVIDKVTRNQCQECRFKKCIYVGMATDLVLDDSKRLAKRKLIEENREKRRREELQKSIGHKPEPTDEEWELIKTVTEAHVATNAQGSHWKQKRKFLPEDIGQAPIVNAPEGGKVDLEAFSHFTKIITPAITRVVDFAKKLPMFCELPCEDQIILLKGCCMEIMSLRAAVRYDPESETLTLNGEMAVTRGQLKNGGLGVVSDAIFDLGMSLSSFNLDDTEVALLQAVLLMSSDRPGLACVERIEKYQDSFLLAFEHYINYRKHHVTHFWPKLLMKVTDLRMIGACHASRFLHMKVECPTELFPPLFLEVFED
#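 Decrease in fluorescence polarization of 20 nM Texas Red SRC2 coactivator peptide flagged inhibition of its binding to 0.6 uM TRb LBD; 1 uM T3 included, incubation 5 hr, ex 555/em 632 nm.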
# Tau ThT inhib – blocks human tau fibril formation measured by thioflavin T; recombinant tau K18 P301L, heparin-induced fibrillization, ThT fluorescence; Potency, µM (highest dose often 57.4 µM), inactives show at the highest dose activity, negative = inhibition, actives largely listed as inhibitors; actives 2.1% (n = 270,000); note: nearly all actives have a fitted effect of over 55% in size
# Target sequence (P10636 561-689 P618L limits assumed): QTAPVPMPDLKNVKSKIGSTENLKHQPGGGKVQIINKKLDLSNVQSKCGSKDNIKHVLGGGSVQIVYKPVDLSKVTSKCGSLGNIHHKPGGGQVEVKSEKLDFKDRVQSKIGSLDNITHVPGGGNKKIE
#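 Using a mix of unlabeled (15 uM) and Alexa 594-labeled (0.24 uM) tau K18 P301L, heparin-triggered fibrillization over 6 hr at 37 C was scored by ThT fluorescence.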
# Tau FP inhib – tau fibrillization inhibition (FP); P10636; K18 P301L tau heparin fibrillization, Alexa594 FP, 6 h; Potency, µM (titrated, usually from 57.7 µM), inactives show at the highest dose activity, negative = inhibition, usual class: inhibitors; actives 0.39% (n = 280,000); AID 1468; note: nearly all actives have a fitted effect of over 55% in size
#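 Heparin (20 uM) drove fibril formation of recombinant tau K18 P301L, 15 uM unlabeled with 0.24 uM Alexa 594 label, for 6 hr at 37 C in 100 mM sodium acetate pH 7. Fluorescence polarization (555/632 nm) read 1 hr after 30 uM ThT.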
# JMJD2E inh – inhibitors of human JMJD2E histone demethylase | B2RXH2 | JMJD2E catalytic domain, FDH-coupled NADH fluorescence (FDH is formaldehyde dehydrogenase) | actives 1.6% (n = 230,000) | Potency, µM (highest dose often 57.1 µM), inactives show at the highest dose activity change, negative = inhibition, most hits filed as inhibitors; active = well fitted inhibition curve with a large enough effect, not every such curve was filed as active; inconclusive = small, poorly fitted or top-dose-only effect, or another doubt; inactive = no such curve, though single readings can be large or run the other way;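 note: 0% = wells with enzyme and -100% = buffer wells without enzyme; nearly all actives have a fitted effect of over 50% in size; many of its hits are not listed in these tables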
# * hit, by the source's call; i = inactive; ? = inconclusive; / = no result given; [ ] = another dose, or the depositor's remark. Unless noted, calls come from the whole dose curve; as a rule, active = well fitted curve in the direction sought with a large enough effect; inconclusive = small, poorly fitted or top-dose-only effect, or another doubt; inactive = no such curve, though single readings can be large; an effect the other way counts as inactive or inconclusive. Unless noted, % is set by controls: 0 for no effect and ±100 for the full control effect; potency is the fitted concentration of half-maximal effect. The list is partial (hit frequency here may not be typical).
SMILES,L3MBTL1 inh,TR SRC2 fluor cs,RECQ1 helicase,RGS12 GoLoco inh,TRb-SRC2 inh,Tau ThT inhib,Tau FP inhib,JMJD2E inh
Cc1ccc(C)c(Cn2cnc3c(cnn3-c3ccc(F)cc3)c2=O)c1,/,-1%,/,/,-3%,-1%,-9%,/
COc1ccccc1/C=C/C=N/n1c(-c2ccccc2)n[nH]c1=S,3%,-3%,i,9%,1%,-3%,-12%,-6%
CCOC(=O)C1Cn2c(nc3c(c2=O)C2(CCCC2)Cc2ccccc2-3)S1 (centres undefined),8%,0%,-44%,5%,0%,?,-6%,?
Cc1nnc(SCc2ccccc2)[nH]c1=O,-8%,3%,-10%,6%,3%,0%,2%,6%
COC(=O)C1=C(N)Oc2cc(C)n(Cc3cccnc3)c(=O)c2C1c1cccc(OC)c1OC (centres undefined),/,-3%,-6%,9%,-13%,-2%,1%,5%
O=C(O)C1=C[C@@H](c2ccc(F)cc2)C[C@@H](OCCCCO)O1,/,0%,-2%,-5%,-2%,-7%,6%,-10%
COc1cc(C(c2c(C)[nH][nH]c2=O)c2c(C)[nH][nH]c2=O)cc([N+](=O)[O-])c1O,/,-8%,-9%,-16%,7%,14µM*,?,-19%
C=CCNCC(=O)Nc1ccccc1SCC(=O)Nc1ccsc1C(=O)OC,-7%,-2%,i,-1%,-2%,-9%,4%,6%
CCc1ccc(CN2C(=O)c3ccccc3C2C(=O)NC2CCCCCC2)cc1 (centres undefined),/,-8%,/,/,8%,-5%,-8%,/
CC(C)[C@@H](CC(=O)N[C@@H]1CCNC[C@H]1C(=O)N[C@H](CC(=O)N[C@@H](CCC(=O)O)CC(=O)O)Cc1c[nH]c2ccccc12)NC(=O)C[C@H](Cc1ccccc1)NC(=O)[C@@H]1CCCC[C@H]1N,/,-2%,-2%,2%,-3%,-5%,0%,7%
CC(=O)NC(C)c1ccc(Cl)c(Cl)c1 (centres undefined),4%,0%,-3%,2%,-4%,-5%,-1%,-2%
COC(=O)CCC(=O)NC(=S)Nc1ccc(S(=O)(=O)Nc2cc(OC)nc(OC)n2)cc1,3%,0%,3%,7%,-2%,-6%,-3%,-27%
COc1ccc(N=c2oc3cc(O)ccc3cc2C(=O)Nc2ccccn2)cc1OC,-1%,-3%,i,2%,0%,?,?,?
Cc1ccc(C2=N/C(=C\N3CCCCC3)C(=O)O2)cc1,/,-4%,i,6%,5%,-15%,6%,-22%
COc1ccccc1N(CC(=O)N1CCc2ccccc2C1)S(C)(=O)=O,10%,-1%,i,-9%,-1%,1%,15%,6%
O=C(Nc1ccc(F)cc1)OCCOc1ccc(Br)cc1,14%,-2%,-7%,6%,11%,-5%,-6%,-8%
COc1ccc(N(C(=O)COc2ccccc2)C2C=CS(=O)(=O)C2)cc1 (centres undefined),2%[11.4 µM],-3%,-2%,5%,-1%,0%,8%,-1%
COC(=O)c1sc2cc(C(F)(F)F)cnc2c1-c1ccccn1,0%,-1%,i,-3%,0%,-1%,-5%,1%
Cc1ccc(C)c(NS(=O)(=O)c2cc3c(cc2Cl)NC(=O)CO3)c1,/,-3%,/,/,-4%,-17%,2%,/
CCOc1cc(/C=N/NC(=O)OC)ccc1OCCSc1ccc(Cl)cc1,4%,-6%,-4%,0%,0%,-9%,-7%,-5%
O=C1COc2cc(S(=O)(=O)CCC(=O)N3CCN(c4ccccc4F)CC3)c(Cl)cc2N1,/,-10%,/,/,2%,0%,-12%,/
COc1cc2ccccc2cc1C(=O)OCC(=O)N1CCOCC1,3%,2%,-14%,-2%,-9%,-4%,5%,?
Cc1ccc(CNC(=S)Nc2ccc(C)c([N+](=O)[O-])c2)cc1,8%,-3%,0%,/,11%,15%,3%,-3%
O=C(Nc1ccc(OC(F)F)c(Cl)c1)c1cccc(OC(F)F)c1,/,0%,-1%,-14%,12%,-13%,?,2%

# Not a retest: two of the compounds above.
SMILES,L3MBTL1 inh,TR SRC2 fluor cs,RECQ1 helicase,RGS12 GoLoco inh,TRb-SRC2 inh,Tau ThT inhib,Tau FP inhib,JMJD2E inh
COc1ccccc1N(CC(=O)N1CCc2ccccc2C1)S(C)(=O)=O,10%,-1%,i,-9%,-1%,1%,15%,6%
O=C(Nc1ccc(F)cc1)OCCOc1ccc(Br)cc1,14%,-2%,-7%,6%,11%,-5%,-6%,-8%

# The results go on:
SMILES,L3MBTL1 inh,TR SRC2 fluor cs,RECQ1 helicase,RGS12 GoLoco inh,TRb-SRC2 inh,Tau ThT inhib,Tau FP inhib,JMJD2E inh
CC(C)CCNC(=O)c1cc(-c2ccco2)nc2ccccc12,/,0%,i,3%,-5%,4%,4%,?
Cc1cccc(N2C(=O)C(O)=C(C(=O)c3cccs3)C2c2ccccc2)n1 (centres undefined),4%,-3%,-11%,4%,0%,-1%,1%,2%
CC1(C)Cc2c(sc3nc(SCC(=O)NCc4ccco4)n(-c4ccccc4)c(=O)c23)CS1,1%,-1%,-14%,1%,2%,-12%,-2%,?
Cc1cccc(C)c1NC(=O)c1sccc1SCC#N,9%,-3%,-3%,6%,-8%,-24%,4%,8%
COc1ccc(CCNC(=O)Cn2nnc(-c3ccc(C(F)(F)F)cc3)n2)cc1OC,/,4%,/,/,-6%,2%,-9%,/
CC(C(=O)NC1=NCCS1)(C(F)(F)F)C(F)(F)F,-4%[11.4 µM],-4%,-15%,5%,3%,-9%,5%,5%
COc1ccc(C)cc1-n1c(=O)c2ccccc2c2ccccc2c1=O,-16%,-1%,-1%,4%,1%,?,-6%,-17%
N#Cc1nc(-c2ccccc2)oc1N1CCCCC1,-12%,0%,-6%,4%,-2%,-13%,-7%,?
CCCCOc1ccc(S(=O)(=O)n2nc(C)c(S(=O)(=O)N3CCCCCC3)c2C)cc1,/,2%,/,/,-4%,11%,1%,/
CC(=O)c1cccc(NC(=O)N2CCC(c3nnc(SCC(N)=O)n3C)CC2)c1,-2%,0%,-3%,3%,2%,-3%,4%,4%
CC(C)NC(=O)COC(=O)c1ccc(Cl)c(S(=O)(=O)N2CCCC2)c1,/,-3%,-9%,1%,2%,-1%,4%,1%
Cc1c(C(=O)Nc2ccccn2)oc2ccccc12,5%,-1%,0%,5%,9%,-4%,-11%,-2%

# Part of the list above in order of heavy-atom count, smallest number first:
SMILES,L3MBTL1 inh,TR SRC2 fluor cs,RECQ1 helicase,RGS12 GoLoco inh,TRb-SRC2 inh,Tau ThT inhib,Tau FP inhib,JMJD2E inh
Cc1c(C(=O)Nc2ccccn2)oc2ccccc12,5%,-1%,0%,5%,9%,-4%,-11%,-2%
CC(C)CCNC(=O)c1cc(-c2ccco2)nc2ccccc12,/,0%,i,3%,-5%,4%,4%,?
COc1ccc(C)cc1-n1c(=O)c2ccccc2c2ccccc2c1=O,-16%,-1%,-1%,4%,1%,?,-6%,-17%

# Next part.
SMILES,L3MBTL1 inh,TR SRC2 fluor cs,RECQ1 helicase,RGS12 GoLoco inh,TRb-SRC2 inh,Tau ThT inhib,Tau FP inhib,JMJD2E inh
COc1ccccc1CNS(=O)(=O)c1cc(C)ccc1OC,4%,2%,-4%,6%,-2%,4%,4%,14%
O=C(Nc1ccc(OC(F)(F)F)cc1)C1CCCN(S(=O)(=O)c2cccc3nonc23)C1 (centres undefined),/,1%,/,/,-7%,-10%,-15%,/
CCOc1ccccc1N=CC1=C(O)CC(c2ccccc2)CC1=O (centres undefined),18%,1%,24%,39%[activator],-10%,-5%,-2%,?
COc1ccccc1C(=O)Nc1ccccc1N1CCN(S(C)(=O)=O)CC1,19%,-1%,-10%,42%[activator],14%,-1%,2%,-2%
CN(CC(=O)NC1CCCCCC1)S(=O)(=O)c1cnc[nH]1,/,1%,-4%,3%,1%,-8%,-2%,-3%
CN(C)c1ccc(-c2nc(-c3cc4cc(Cl)ccc4oc3=O)cs2)cc1,/,-2%,/,/,2%,-10%,7%,/
CCOc1cc(/C=N\NC(=O)OC)ccc1OC(=O)c1ccco1,/,-4%,0%,5%,-3%,-15%,-2%,1%
Cc1ccc(N2CCN(C(=O)C3CCN(c4ncnc5c4nc4n5CCCCC4)CC3)CC2)c(C)c1,/,4%,/,/,3%,-13%,0%,/
Cc1c(Br)ccc(NC(=O)COc2ccccc2C(N)=O)c1C,-1%,-1%,i,9%,3%,?,-7%,0%
CC1=CCC(C(=O)O)(C(=O)N/N=C/c2cccs2)C(c2ccc(F)cc2)C1 (centres undefined),/,-3%,-7%,4%,-5%,-7%,11%,3%
COc1ccc2cc(C)c3nnc(SCC(=O)Nc4nc(-c5ccccc5)cs4)n3c2c1,-2%,-1%,-2%,5%,-3%,-13%,0%,6%
O=C1N(Cc2cccnc2)C[C@@H]2C[C@@H](c3ccc(C(F)(F)F)cc3)N3CCC[C@@]123,0%,-1%,0%,-9%,-10%,-10%,-2%,-2%
CCOC(=O)c1ccc(NC(=O)CSc2nccn2Cc2ccc(OC)cc2)cc1,/,-3%,/,/,-1%,-12%,4%,/
O=C(/C=C/c1ccc(OC2CSC2)cc1)c1ccc(Cl)cc1,2%,-1%,i,6%,-5%,?,0%,-3%
COc1ccc(OC)c(C(c2nnnn2Cc2ccco2)N2CCN(C)CC2)c1 (centres undefined),-6%,0%[53 µM],6%,17%,-2%[53 µM],8%,-2%,-28%
CCOc1ccc(CCNC(=O)CCCn2c(=O)c3cccn3c3cccnc32)cc1,/,-1%,/,/,0%,-12%,5%,/

# Screens as filed in PubChem BioAssay.
